Screening data deposited in PubChem BioAssay by The Scripps Research Institute Molecular Screening Center.
CHO parental Ca: signal in parental CHO cells, OX1R antagonist counter-screen; hit rate 0.63% among 330,000; inhibition, % at 5.6 µM; parental CHO-K1, ATP-induced calcium, Fluo-8 fluorescence;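 active = inhibition above that plate's mean sample inhibition plus 3 SD, cut at about 26% in these data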;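 also: 0% = ATP-challenged DMSO wells and 100% = DMSO wells without ATP; some compounds past the cut are filed as inactive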
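Test system: parental CHO cells; detection: calcium-sensitive Fluo-8 fluorescence; evaluation: percent inhibition of calcium signal; also added: ATP as calcium-mobilizing challenge; repeats: one well per compound; control set: ATP-challenged DMSO wells low, unchallenged DMSO wells high; compound: single nominal dose of 5.6 µM per compound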
CHRM1 antagonist: blocks human M1 muscarinic receptor; P11229; CHO-K1 hM1, Fluo-8 calcium fluorescence, ACh EC80 antagonist; inhibition, % at 3 µM; hit rate 1.3% among 360,000; AID 588852;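 active = percent inhibition above its own plate's cutoff, namely the mean of that plate's compound wells plus 3 SD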;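 also: peak over basal fluorescence ratio during 140 s after agonist addition; 0% = ACh EC80 plus DMSO and 100% = DMSO alone without agonist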
M1 ag: human M1 muscarinic receptor agonism; P11229; CHO-K1 hM1, Fluo-8 calcium fluorescence, agonist mode; 0% DMSO, 100% acetylcholine EC100; activation, % at 3 µM; hit rate 0.33% among 360,000; AID 588814;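 active = activation above the run's mean compound activation plus 3 SD, cut at about 16% in these data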;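 also: peak over basal fluorescence ratio within a 140 s kinetic read after compound addition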
OXTR potentiator: potentiates the human oxytocin receptor response; AID 2445; activation, % at 3 µM; hit rate 0.061% among 320,000; CHO-OTR cells, Fluo-8 calcium fluorescence, potentiator mode; 0% = oxytocin EC15, 100% = EC100; P30559;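 active = activation above that plate's cutoff, the mean activation of tested compounds plus 3 SD, cut at about 6.6% in these data, passing the limit was not always enough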;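 also: 100% uses oxytocin at 75 nM as the full agonist control; some results filed as inactive read as strong as hits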
Target sequence (P30559 whole entry, looked up): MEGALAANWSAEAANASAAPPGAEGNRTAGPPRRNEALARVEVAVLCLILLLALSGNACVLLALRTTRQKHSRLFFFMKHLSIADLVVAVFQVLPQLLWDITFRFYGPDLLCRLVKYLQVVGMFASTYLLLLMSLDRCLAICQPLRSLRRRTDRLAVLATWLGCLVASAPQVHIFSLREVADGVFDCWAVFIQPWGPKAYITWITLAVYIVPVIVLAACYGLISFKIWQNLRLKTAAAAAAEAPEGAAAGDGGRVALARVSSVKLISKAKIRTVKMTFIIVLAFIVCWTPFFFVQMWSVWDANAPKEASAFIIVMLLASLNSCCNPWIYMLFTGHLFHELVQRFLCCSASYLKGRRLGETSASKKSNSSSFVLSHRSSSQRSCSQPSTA
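Material: human OTR in CHO cells. Compound: 3.0 µM, one dose. Timing: compound 6 min at room temperature before oxytocin, 100 s read. Evaluation: % activation of max/min ratio relative to oxytocin controls. Replication: single well per compound, singlicate. Signal: Fluo-8 calcium dye fluorescence.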
TAAR1 ag: human TAAR1 agonism; activation, % at 3 µM; Q96RJ0; CHO RD-HGA16 TAAR1, Fluo-8 calcium fluorescence; vehicle wells 0%, saturating PEA agonist 100%; hit rate 0.99% among 360,000; AID 624467;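 active = activation above the mean activation of all test compounds in the run plus 3 SD, cut at about 38% in these data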
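Test system: RD-HGA16 (CHO) cells co-expressing Gα16 and hTAAR1 / Benchmarks: DMSO vehicle as 0%, PEA at EC100 as 100% / Repeats: no replicates (n 1) / Measure: % activation from peak over basal fluorescence ratio, DMSO-to-PEA scaled / Timing: 17-24 h plating, Fluo-8 75 min 37 °C, 30 min RT / Technique: kinetic Fluo-8 calcium fluorescence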
TAAR1 antag: human TAAR1 antagonism. Q96RJ0. CHO RD-HGA16 TAAR1, Fluo-8 calcium fluorescence, antagonist. inhibition, % at 3 µM. hit rate 1.5% among 360,000. AID 624466;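 active = inhibition above a per-plate cutoff, the mean inhibition of test compounds on that plate plus 3 SD, cut at about 49% in these data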;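 also: 0% = DMSO plus EC80 beta-PEA response and 100% = DMSO alone without agonist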
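System: RD-HGA16 CHO cells with stable hTAAR1 and Gα16 | Probe or stimulus: EC80 β-phenethylamine stimulus | Dosing: 3 µM, single point | Times: Dye loading 75 min at 37 °C, then 30 min room temperature | Measured by: Fluo-8 calcium-sensitive fluorescence | Read-out basis: % inhibition of agonist calcium response | Replicates: n of 1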
M1 PAM parental: M1 PAM counterscreen hit in parental CHO-K1 cells | ATP EC20, Fluo-8 calcium fluorescence; 0% at ATP EC20, 100% at ATP max | activation, % at 3 µM | hit rate 0.02% among 360,000 | AID 602247;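 active = activation above the run cutoff, the mean activation of all test compounds plus 3 SD, cut at about 40% in these data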;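 also: peak over basal fluorescence ratio in a 140 s read after ATP addition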
CHO-K1 Ca antag: nonselective inhibitor or artifact in parental CHO-K1 cells | ATP-induced calcium, Fluo-8 fluorescence | inhibition, % at 3 µM | hit rate 0.6% among 360,000 | AID 602250;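 active = inhibition above a per-plate cutoff, the plate's mean sample inhibition plus 3 SD, cut at about 24% in these data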;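 also: 0% = DMSO plus EC80 ATP and 100% = DMSO alone without ATP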
M1 ag parental: nonselective activator or artifact in parental CHO-K1 cells; AID 602248; activation, % at 3 µM; Fluo-8 calcium fluorescence; scaled to maximal ATP response, vehicle zero; hit rate 0.48% among 360,000; in the data active = activation above about 15%;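 also: untransfected CHO-K1 host cells lacking M1 receptor as counterscreen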
The depositor's hits bear a star; nt = not tested or not shown.

#1 CCOc1ccccc1CN1CCN(CCCn2cccn2)CC1CCO (stereo not given)
#2 Cc1nn(CC(=O)Nc2c(F)cc(F)cc2Br)c(=O)c2cccn12
#3 CCCCc1nnc(NC(=O)C2CC(=O)N(c3ccc(C)cc3)C2)s1 (stereo not given)
#4 O=C1CCCCN1CCCC(=O)N1CCCC(Nc2ccc(F)cc2)C1 (stereo not given)
#5 Cc1cc(C)cc(N2C(N)=NC(N)=NC2c2ccccc2F)c1 (stereo not given)

screen / no.,1,2,3,4,5
CHO parental Ca,-3,-18,-11,-8,-12
CHRM1 antagonist,-5,-5,-4,-2,-18
M1 ag,-11,-3,-4,1,-11
OXTR potentiator,-1,-11,-7,-5,-18
TAAR1 ag,0,0,5,1,0
TAAR1 antag,-6,-8,-19,6,-14
M1 PAM parental,10,11,14,-4,13
CHO-K1 Ca antag,-16,-12,-12,-2,-15
M1 ag parental,1.1,1.2,2.1,1.1,0.2

#6 CC(=O)Nc1ccc(NS(=O)(=O)c2c(Cl)cccc2Cl)cc1
#7 Cn1c(SCCC(=O)O)nnc1-c1ccncc1
#8 COc1ccc(NC(=O)C(=O)NCCN2CCN(C(=O)c3cccs3)CC2)cc1
#9 CSc1ccccc1OCc1cc(C(=O)N2CCN3CCCC3C2)no1 (stereo not given)
#10 COc1ccc(Cl)cc1NC(=O)COC(=O)C1=NNC(=O)CC1

screen / no.,6,7,8,9,10
CHO parental Ca,-3,2,-15,-4,-13
CHRM1 antagonist,-2,-1,-23,-3,-10
M1 ag,-1,-3,-3,-5,2
OXTR potentiator,-5,5,-8,-1,-4
TAAR1 ag,6,4,1,3,2
TAAR1 antag,-10,4,-2,-9,-1
M1 PAM parental,2,12,17,14,10
CHO-K1 Ca antag,3,-5,-7,-14,-4
M1 ag parental,0.4,0.8,-0.4,1.1,1.7

#11 O=c1cc(C(F)(F)F)nc(-c2cccnc2)[nH]1
#12 O=[N+]([O-])c1ccc(N=NN(CCO)CCO)cc1
#13 CCOc1ccc(-n2c(=O)c3sccc3n(Cc3ccc(C)cc3)c2=O)cc1
#14 CC[C@]12c3[nH]c4ccc(Cl)cc4c3CCN1C(=O)[C@@H](CC(=O)NCCN1CCOCC1)C[C@@H]2C(=O)N1CCN(C(=O)C2CC2)CC1
#15 COc1ccccc1NS(=O)(=O)c1cccc(NS(=O)(=O)c2cc(C(=O)O)ccc2OC)c1

screen / no.,11,12,13,14,15
CHO parental Ca,2,-1,-18,-12,10
CHRM1 antagonist,-7,7,-1,-7,-5
M1 ag,-6,-2,4,-4,-3
OXTR potentiator,-7,-2,-3,nt,-9
TAAR1 ag,1,3,-2,2,6
TAAR1 antag,6,4,-15,2,-18
M1 PAM parental,19,5,16,6,16
CHO-K1 Ca antag,-7,9,-12,4,-11
M1 ag parental,-0.2,-0.2,1.8,0.5,0.7

#16 COC(=O)/C(=C\Nc1ccc(OC)cc1)NC(=O)c1ccc(Cl)cc1Cl
#17 COc1ccc(C2CC(=O)Oc3c2c(=O)n(C)c2ccccc32)c(OC)c1OC (stereo not given)
#18 CCN1CCN(C(=O)C2=CC(c3ccc(OC)cc3)=NS(=O)(=O)N2C)CC1
#19 CCCCN1C2CCCC1CC(NC(=O)c1ccccc1Cl)C2 (stereo not given)
#20 COC(=O)CNC(=O)COC(=O)C(Cc1ccccc1)NC(=O)c1ccco1 (stereo not given)

screen / no.,16,17,18,19,20
CHO parental Ca,-28,-14,-14,-5,-10
CHRM1 antagonist,-11,-1,-12,-6,-3
M1 ag,2,-4,-2,-6,-2
OXTR potentiator,0,2,-1,6,-4
TAAR1 ag,11,8,0,1,15
TAAR1 antag,1,-12,-20,-19,0
M1 PAM parental,14,-13,18,14,10
CHO-K1 Ca antag,-5,-5,-6,-3,1
M1 ag parental,1.0,0.0,0.3,0.3,0.2

#21 CCC(Sc1nc(N)cc(=O)[nH]1)C(=O)NC(C(=O)OC)c1ccccc1 (stereo not given)
#22 O=C(C1CCN(S(=O)(=O)c2ccc(Cl)s2)CC1)N1CCN(c2ccccc2)CC1
#23 CN(Cc1ccccc1)C(=O)COC(=O)C12CC3CC(CC(Br)(C3)C1)C2
#24 CCc1c(C)sc(NC(=O)c2ccco2)c1C(=O)N1CCCCC1
#25 COc1ccccc1C(=O)NCCC(=O)N1CCN(S(=O)(=O)c2ccc(Cl)cc2)CC1
#26 FC(F)(F)c1ccccc1-c1nc(-c2ccncc2)no1
#27 CCOC(=O)c1c(C)[nH]c2cc(Br)c(OC)cc12

screen / no.,21,22,23,24,25,26,27
CHO parental Ca,-11,nt,-17,-12,-23,-18,5
CHRM1 antagonist,nt,11,-17,-1,-10,7,-32
M1 ag,nt,-2,-2,-4,-1,-3,-7
OXTR potentiator,-12,nt,-8,-5,-7,-4,-9
TAAR1 ag,7,0,8,2,16,8,4
TAAR1 antag,-10,-11,6,7,-3,8,16
M1 PAM parental,nt,-29,20,21,16,-10,18
CHO-K1 Ca antag,nt,4,-22,-13,-11,7,-9
M1 ag parental,nt,0.2,0.7,0.9,-0.7,3.2,0.5
